CSN inh: inhibitors of CSN-mediated cullin deneddylation, primary screen, biochemical, fluorescence polarization, uHTS; COP9 signalosome complex subunit 5 (Homo sapiens), Q92905; Purified CSN, SCF-Nedd8-OG deneddylation; inhibition, % at 12.5 µM; actives 0.38% (n = 360,000); AID 651999, 2013;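 active = pattern-corrected inhibition above about 35%, with an unprinted fluorescence ratio check between 0.5 and 1.5, limit read from the data, passing the limit was not always enough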;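 note: 0% = enzyme with substrate and 100% = substrate without enzyme; some results filed as inactive read as strong as hits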
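Assay system: HEK293T-derived human Csn5 enzyme; quantity: 0.24 nM enzyme; medium: Tris/NaCl/DTT buffer, pH 7.5; also added: substrate SCFSkp2-Nedd8OG, 10 nM; doses: 12.5 µM compound; schedule: 90 min reaction at room temperature; signal: FP; read-out: % inhibition of substrate cleavage by Csn5; benchmarks: substrate-only high control, full reaction low control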
Rin1-Abl PPI inh: inhibitors of Rin1-Abl protein binding, primary screen, biochemical, TR-FRET. Tyrosine-protein kinase ABL1 (Homo sapiens) + Ras and Rab interactor 1 (Homo sapiens), …. inhibition, % at 7.35 µM. actives 0.4% (n = 360,000). AID 588664, 2011; in the data active = inhibition above about 5%, passing the limit was not always enough
Neddylation inh: inhibitors of cullin neddylation, primary screen, biochemical, TR-FRET, uHTS, NAE and Ubc12 | NEDD8-conjugating enzyme Ubc12 (Homo sapiens) + NEDD8-activating enzyme E1 regulatory … | calls only at 25 µM | actives 0.58% (n = 360,000); in the data active = inhibition above about 36%
STEP block: STEP phosphatase inhibitors, primary screen, biochemical, fluorescence intensity, uHTS | recombinant STEP, OMFP fluorogenic substrate | Tyrosine-protein phosphatase non-receptor type 5 (Homo sapiens), P54829 | actives 0.25% (n = 360,000) | AID 588621, 2011 | inhibition, % at 20 µM;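 active = inhibition at 20 µM, scaled per plate between control wells, above about 37%, limit read from the data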;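 note: 0% = DMSO with enzyme and substrate and 100% = substrate only without enzyme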
Target sequence (P54829 whole entry, looked up): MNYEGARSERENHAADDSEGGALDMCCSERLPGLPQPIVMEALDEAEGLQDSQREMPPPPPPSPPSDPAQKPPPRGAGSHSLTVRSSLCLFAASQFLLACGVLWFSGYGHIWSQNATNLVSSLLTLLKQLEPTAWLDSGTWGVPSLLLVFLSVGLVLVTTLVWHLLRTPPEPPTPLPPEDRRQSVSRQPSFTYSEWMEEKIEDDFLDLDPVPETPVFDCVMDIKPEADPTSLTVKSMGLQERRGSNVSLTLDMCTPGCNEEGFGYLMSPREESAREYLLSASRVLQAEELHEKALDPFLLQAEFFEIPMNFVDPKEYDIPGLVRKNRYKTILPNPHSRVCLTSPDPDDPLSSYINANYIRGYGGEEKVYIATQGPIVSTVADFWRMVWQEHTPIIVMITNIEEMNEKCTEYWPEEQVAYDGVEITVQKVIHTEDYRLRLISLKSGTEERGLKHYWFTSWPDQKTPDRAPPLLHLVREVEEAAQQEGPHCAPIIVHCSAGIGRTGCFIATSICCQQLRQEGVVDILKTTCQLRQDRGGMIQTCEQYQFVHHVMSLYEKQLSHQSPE
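material = STEP tyrosine phosphatase | reagent = fluorogenic phosphatase substrate OMFP at 25 µM final | doses = single compound dose of 20 µM, 1% DMSO final | schedule = 20 min reaction, room temperature, in the dark | measured by = fluorescence, 480/540 nm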
Rpn11 block: Rpn11 (PSMD14) deubiquitinase inhibitors, primary screen, biochemical, fluorescence polarization, uHTS | 26S proteasome non-ATPase regulatory subunit 14 (Homo sapiens), O00487 | human 26S proteasome, Ub4-pepOG fluorescence polarization; 20S core pre-blocked with epoxomicin | calls only at 20 µM | actives 0.59% (n = 360,000) | AID 588493, 2011;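 active = inhibition at 20 µM, scaled to each plate's controls, above about 33%, limit read from the data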
Target sequence (O00487 whole entry, looked up): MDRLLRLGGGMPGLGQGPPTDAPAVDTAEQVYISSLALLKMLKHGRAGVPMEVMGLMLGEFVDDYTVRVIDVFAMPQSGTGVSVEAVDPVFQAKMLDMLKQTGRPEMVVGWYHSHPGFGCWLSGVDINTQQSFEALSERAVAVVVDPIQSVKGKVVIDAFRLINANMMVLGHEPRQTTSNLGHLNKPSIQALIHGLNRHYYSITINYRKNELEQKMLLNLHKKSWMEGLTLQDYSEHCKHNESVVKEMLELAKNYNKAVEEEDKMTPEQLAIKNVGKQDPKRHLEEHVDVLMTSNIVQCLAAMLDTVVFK
LMPTP block: LMPTP phosphatase inhibitors, primary screen, biochemical, fluorescence intensity, uHTS; Low molecular weight phosphotyrosine protein phosphatase (Homo sapiens), P24666; recombinant LMPTP-A, OMFP fluorogenic substrate; inhibition, % at 20 µM; actives 0.22% (n = 360,000);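 active = compounds that cut the enzyme signal by at least half of the control window in the single-dose screen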;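 note: plate controls were DMSO wells with enzyme plus substrate for no effect and substrate without enzyme for full effect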
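Assay system: LMPTP-A phosphatase enzyme | Input: 0.625 nM enzyme | Also added: Fluorogenic phosphatase substrate OMFP at 400 µM final | Compound dosing: One test concentration per compound, 20 µM, with 3% DMSO overall | Schedule: 50 min enzyme reaction at room temperature, protected from light | Signal: Fluorescence intensity | Benchmarks: no-enzyme and uninhibited controls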
SUMO1-SIM PPI: modulators of SUMO1 protein-protein interactions, primary screen, biochemical, uHTS; actives 0.33% (n = 360,000); AID 602429, 2012; SUMO1 binding to a labelled peptide, TR-FRET, 1 h; inhibition, % at 20 µM; in the data active = inhibition above about 37%
Target sequence (P63165 whole entry, looked up): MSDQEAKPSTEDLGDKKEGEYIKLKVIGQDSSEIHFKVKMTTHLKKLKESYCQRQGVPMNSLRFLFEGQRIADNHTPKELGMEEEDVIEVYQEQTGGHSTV
NadD block: inhibitors of S. aureus NadD, primary screen, biochemical, colorimetric, uHTS; inhibition, % at 20 µM; purified NadD enzyme, colorimetric absorbance read-out; actives 0.78% (n = 360,000); Nicotinate-nucleotide adenylyltransferase NadD (Staphylococcus aureus N315); in the data active = inhibition above about 26%; note: some compounds past the cut are filed as inactive
Scp1 inh: Scp-1 phosphatase inhibitors, primary screen, biochemical, colorimetric, uHTS; Carboxy-terminal domain RNA polymerase II polypeptide A small phosphatase 1 (Homo …; Recombinant Scp1, phosphopeptide, malachite green phosphate absorbance; inhibition, % at 20 µM; actives 0.88% (n = 340,000); AID 493091, 2011;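 active = inhibition above about 50% at 20 µM, limit read from the data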;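 note: plate controls were DMSO wells with enzyme for no effect and wells lacking enzyme for full effect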
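Test system – truncated SCP-1 phosphatase (76-261aa) · Reagent – Phosphorylated 17-residue peptide substrate · Incubation – 45 min room-temperature reaction, 5 min colour, 30 min stabiliser · Detection – colorimetric phosphate reagent with accelerator and stabiliser, absorbance at 630 nm · Measure – % inhibition at 20 µM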
DNMT1 block: human DNMT1 methyltransferase inhibitors, primary screen, biochemical, molecular beacon, fluorescence, HinP1I cleavage, uHTS | DNA (cytosine-5)-methyltransferase 1 (Homo sapiens), P26358 | inhibition (reported as % activation of signal), % at 10 µM | actives 0.83% (n = 360,000); in the data active = inhibition above about 50%
* marks the source's active call; other numbers are inactive results; i = inactive; x = no result given. Compounds were not picked by outcome. About 3.8% of those tested had a hit in this group.

structure | CSN inh | Rin1-Abl PPI inh | Neddylation inh | STEP block | Rpn11 block | LMPTP block | SUMO1-SIM PPI | NadD block | Scp1 inh | DNMT1 block
CCOc1cc(/C=N/NC(=O)CCc2n[nH]c(=O)[nH]c2=O)ccc1O | 6 | -1 | i | -3 | i | -0.5 | 4 | 1 | 2 | 7
CCCCNS(=O)(=O)c1cc(-c2nn(C)c(=O)c3ccccc23)ccc1C | 6 | -4 | i | 58* | i | 15 | -4 | -3 | 46 | 20
CN1CCN(c2cc(N3CCN(C(=O)c4ccco4)CC3)c3c4c(onc24)-c2ccccc2C3=O)CC1 | 7 | -15 | i | 4 | x | 8.4 | 3 | 34* | 6 | -21
COc1ccc(-n2ncc3c(N4CCN(c5cccc(C)c5C)CC4)ncnc32)cc1 | -8 | 0 | i | -1 | i | -1.2 | -2 | 5 | -2 | 8
CCN(CC(=O)Nc1ccccc1OC)C(=O)C1CCCC1 | 4 | -1 | i | 1 | i | -1.2 | 0 | 4 | -8 | 0
COc1cccc(-c2nc(CN3CCN(C(=O)c4ccco4)CC3)c(C)o2)c1OC | 2 | -2 | i | -3 | i | -2.3 | 5 | -1 | x | 0
CN(C)c1ccc(C(CNC(=O)c2ccccc2F)c2c[nH]c3ccccc23)cc1 (configuration not stated) | -3 | 3 | i | -5 | i | 1.8 | -1 | 2 | 1 | -17
COc1cc2c(cc1OC)/C(=C/C(=O)c1cccc([N+](=O)[O-])c1)NCC2 | -2 | -4 | i | 4 | i | 1.2 | -34 | -3 | -16 | -8
Cc1ccc(Cl)c(NC(=S)N(CCCN2CCOCC2)Cc2ccco2)c1 | -2 | -3 | i | 3 | i | 0.6 | 0 | 0 | 2 | -4
CC(CNCCCn1ccc(NC(=O)OCc2ccccc2)nc1=O)c1ccccc1 (configuration not stated) | -2 | -1 | i | 2 | i | 1.4 | 1 | -1 | 0 | 2
COc1ccc(Cl)cc1NC(=O)CN(C)C(=O)c1ccc(-n2nc(C)cc2C)cc1 | -4 | 1 | i | 0 | i | -1.2 | 1 | 7 | 2 | -4
CC(C)n1nnnc1SCC(=O)NC1CCCC1 | 2 | 2 | i | -1 | i | -0.7 | 0 | 1 | 1 | -1
O=C(CSc1nc(=O)n(CCCN2CCOCC2)c2c1CCC2)Nc1ccc([N+](=O)[O-])cc1 | -1 | -2 | i | 3 | i | 2.2 | -32 | 0 | -8 | -4
CNC(=S)N(CCCn1ccnc1)Cc1c(F)cccc1Cl | 0 | 2 | i | -2 | i | 0.6 | -6 | -9 | -5 | -2
COC(=O)[C@@H](Cc1ccccc1)NC(=O)Cn1cnc2c(SC)nc(N)nc21 | -2 | -1 | i | 0 | i | -0.9 | 7 | -2 | -2 | 3
COc1ccc(C2C(C#N)=C(N)Oc3c2c(-c2ccccc2)nn3-c2ccccc2)c(OC)c1OC (configuration not stated) | -3 | -3 | i | -1 | i | 0.7 | -1 | 5 | -2 | -4
O=C(COC(=O)C1CC1)NCc1ccccc1 | 2 | 1 | i | -1 | i | -1.7 | -2 | -4 | -6 | 1
COC(=O)c1ccc(OCC(O)CN2CCN(C(=O)c3ccco3)CC2)cc1 (configuration not stated) | -4 | 2 | i | 0 | i | -1.6 | 1 | -5 | -7 | 1
CC1CCCN(C(=O)CCc2nnc(-c3ccc4c(c3)OCO4)o2)C1 (configuration not stated) | 2 | -1 | i | 0 | i | -0.3 | -3 | -5 | -7 | 1
O=C(O)c1ccc(OCCCCCCOC2CCCCO2)cc1 (configuration not stated) | 4 | 0 | i | -2 | i | -0.7 | -3 | -6 | -12 | -2
CCC(=O)Nc1cccc(NC(=S)NC(=O)c2ccccc2)c1 | -13 | 1 | i | 0 | i | -2.2 | -1 | -1 | -7 | 1
CCOc1ccc(N/C(C)=C/C(=O)c2ccc(C)o2)cc1 | 0 | -2 | i | -2 | i | -0.8 | -10 | 2 | -6 | -9
Cc1ccc(NC(=O)CN(C)C(=O)COC(=O)[C@@H](NC(=O)c2ccccc2F)C(C)C)cc1 | 2 | 3 | i | -2 | i | 0.1 | 3 | -4 | -5 | -1
CN(C)c1nc(NCc2ccccc2)nc(SCC(N)=O)n1 | 2 | 2 | i | -3 | i | -1.1 | 2 | -6 | -6 | 0
CCCCCCC(=O)N1C/C=C\C(c2ccc(OC)cc2)N(Cc2ccc(F)cc2)C(=O)C1 (configuration not stated) | -2 | 3 | i | 4 | i | 2.5 | 4 | -1 | -4 | 0

10 entries from above, with values under each structure:
Screens in order: CSN inh | Rin1-Abl PPI inh | Neddylation inh | STEP block | Rpn11 block | LMPTP block | SUMO1-SIM PPI | NadD block | Scp1 inh | DNMT1 block
CCOc1cc(/C=N/NC(=O)CCc2n[nH]c(=O)[nH]c2=O)ccc1O
 : 6 | -1 | i | -3 | i | -0.5 | 4 | 1 | 2 | 7
CCCCNS(=O)(=O)c1cc(-c2nn(C)c(=O)c3ccccc23)ccc1C
 : 6 | -4 | i | 58* | i | 15 | -4 | -3 | 46 | 20
CN1CCN(c2cc(N3CCN(C(=O)c4ccco4)CC3)c3c4c(onc24)-c2ccccc2C3=O)CC1
 : 7 | -15 | i | 4 | x | 8.4 | 3 | 34* | 6 | -21
COc1ccc(-n2ncc3c(N4CCN(c5cccc(C)c5C)CC4)ncnc32)cc1
 : -8 | 0 | i | -1 | i | -1.2 | -2 | 5 | -2 | 8
CCN(CC(=O)Nc1ccccc1OC)C(=O)C1CCCC1
 : 4 | -1 | i | 1 | i | -1.2 | 0 | 4 | -8 | 0
COc1cccc(-c2nc(CN3CCN(C(=O)c4ccco4)CC3)c(C)o2)c1OC
 : 2 | -2 | i | -3 | i | -2.3 | 5 | -1 | x | 0
CN(C)c1ccc(C(CNC(=O)c2ccccc2F)c2c[nH]c3ccccc23)cc1 (configuration not stated)
 : -3 | 3 | i | -5 | i | 1.8 | -1 | 2 | 1 | -17
COc1cc2c(cc1OC)/C(=C/C(=O)c1cccc([N+](=O)[O-])c1)NCC2
 : -2 | -4 | i | 4 | i | 1.2 | -34 | -3 | -16 | -8
Cc1ccc(Cl)c(NC(=S)N(CCCN2CCOCC2)Cc2ccco2)c1
 : -2 | -3 | i | 3 | i | 0.6 | 0 | 0 | 2 | -4
CC(CNCCCn1ccc(NC(=O)OCc2ccccc2)nc1=O)c1ccccc1 (configuration not stated)
 : -2 | -1 | i | 2 | i | 1.4 | 1 | -1 | 0 | 2

New compounds follow:
structure | CSN inh | Rin1-Abl PPI inh | Neddylation inh | STEP block | Rpn11 block | LMPTP block | SUMO1-SIM PPI | NadD block | Scp1 inh | DNMT1 block
Cc1cccnc1NC(=O)CNC(=O)c1sc2ccccc2c1Cl | 0 | -8 | i | 0 | i | -0.9 | -7 | -1 | 0 | 5
Cc1ccc(NC(=O)c2ccc(Cl)c(S(=O)(=O)N3CCc4ccccc43)c2)nc1 | -2 | 2 | i | 1 | i | -2.9 | -23 | 5 | 8 | -17
COc1ccc(-c2csc(NC(=O)c3ccc(OCC(=O)N4CCOCC4)c(OC)c3)n2)cc1 | -1 | -2 | i | 1 | i | 2.9 | 1 | -9 | -6 | -10
C=CCNc1oc(-c2cccs2)nc1S(=O)(=O)c1ccccc1 | -8 | -2 | i | 0 | i | -1.0 | 0 | -7 | -6 | 2
CS(=O)(=O)c1ccc(C(=O)OCC(=O)Nc2cccc(S(=O)(=O)N3CCCC3)c2)cc1 | 1 | 0 | i | -2 | i | -1.4 | -3 | -5 | -9 | -5
O=C(OCC1CC(c2ccccc2)=NO1)c1ccc(Cl)cc1 (configuration not stated) | 5 | 2 | i | -3 | i | 0.8 | -3 | -3 | -7 | 1
CCOC(=O)N1CCC(N2C(=O)c3ccc(C(=O)O)cc3C2=O)CC1 | -1 | 0 | i | 0 | i | -0.9 | -14 | 1 | -2 | 5
O=C(O)c1n[nH]c2c1CCCCC2 | 0 | 1 | i | -1 | i | -1.0 | -3 | 4 | -3 | 3
Nc1nc2n(n1)C(c1cccc(Br)c1)CC(c1ccccc1)N2 (configuration not stated) | -2 | -1 | i | -1 | i | -1.7 | 1 | 5 | 3 | 0
COc1cc(CNS(=O)(=O)c2ccc3c(c2)CC(C)N3C(C)=O)cc(OC)c1OC (configuration not stated) | -1 | 4 | i | 0 | i | -0.5 | -1 | 3 | 1 | 0
O=C(Cc1ccc([N+](=O)[O-])cc1)Nc1ccc2c(c1)C(=O)NC2=O | -1 | -1 | i | -1 | i | -59 | -12 | -8 | -4 | 21
O=[N+]([O-])c1ccc(N2CCN(S(=O)(=O)c3ccccc3)CC2)cc1N1CCc2ccccc2C1 | -10 | 1 | i | 5 | i | -1.8 | -9 | 17 | 1 | -4
CCCC1CC(C(=O)NC(C(C)Cl)C2OC(SC)C(O)C(O)C2O)N(C)C1 (configuration not stated) | 3 | -1 | i | -2 | i | -1.2 | 5 | 2 | -9 | -2
Cn1c(=O)c2c(nc(N3CCN(c4ccc([N+](=O)[O-])cc4)CC3)n2C)n(C)c1=O | -2 | -10 | i | 1 | i | -0.7 | -18 | 0 | 0 | -4
CC(C)C(NC(=O)c1ccc(C(C)(C)C)cc1)C(=O)O (configuration not stated) | 2 | -3 | i | -21 | i | 0.1 | 3 | 2 | -6 | 12
O=C(NC1CCCCC1)C1(S(=O)(=O)c2ccc(Cl)cc2)CC1 | 0 | 5 | i | -2 | i | -0.3 | 1 | -8 | -1 | -1
COC(=O)c1c(NC(=O)C(C)(C)C)csc1C | 3 | 1 | i | 1 | i | -1.1 | 2 | -4 | -4 | 3
CN(CC(=O)Nc1ccc(Cl)cc1)S(=O)(=O)c1cccc2cccnc12 | -4 | 0 | i | 0 | i | -0.3 | 3 | 0 | -12 | -1
Cc1nnc(SCC(=O)NC2CCCc3ccccc32)n1-c1ccccc1 (configuration not stated) | 1 | 4 | i | 0 | i | -0.5 | 0 | -5 | -5 | 5
CC(=O)c1ccc(N2CCN(C(=O)Cc3ccccc3)CC2)c(F)c1 | 0 | -2 | i | -2 | i | 0.6 | -4 | -2 | -15 | 1

Assay outcomes deposited in PubChem by several laboratories.
